TEAD-YAP block = TEAD-YAP interaction inhibition. HEK-TIYL cells, TEAD-Gal4/YAP UAS-luciferase luminescence. inhibition, % at 9.12 µM. hit rate 1.4% among 640,000. AID 1259422; in the data active = inhibition above about 32%;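 also: 0% = median of test compound wells and 100% = reference inhibitor wells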
FBW7 activator = human FBW7 E3 ligase activation, primary screen | AID 1259310 | hit rate 0.13% among 650,000 | normalized activity (activation), % at 26.1 µM | Q969H0 | AlphaScreen FBW7–phospho-cyclin E peptide binding, activator screen; in the data active = normalized activity above about 1.9%;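 also: purified mutant Fbw7 with reduced substrate affinity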
Target sequence (Q969H0 whole entry, looked up): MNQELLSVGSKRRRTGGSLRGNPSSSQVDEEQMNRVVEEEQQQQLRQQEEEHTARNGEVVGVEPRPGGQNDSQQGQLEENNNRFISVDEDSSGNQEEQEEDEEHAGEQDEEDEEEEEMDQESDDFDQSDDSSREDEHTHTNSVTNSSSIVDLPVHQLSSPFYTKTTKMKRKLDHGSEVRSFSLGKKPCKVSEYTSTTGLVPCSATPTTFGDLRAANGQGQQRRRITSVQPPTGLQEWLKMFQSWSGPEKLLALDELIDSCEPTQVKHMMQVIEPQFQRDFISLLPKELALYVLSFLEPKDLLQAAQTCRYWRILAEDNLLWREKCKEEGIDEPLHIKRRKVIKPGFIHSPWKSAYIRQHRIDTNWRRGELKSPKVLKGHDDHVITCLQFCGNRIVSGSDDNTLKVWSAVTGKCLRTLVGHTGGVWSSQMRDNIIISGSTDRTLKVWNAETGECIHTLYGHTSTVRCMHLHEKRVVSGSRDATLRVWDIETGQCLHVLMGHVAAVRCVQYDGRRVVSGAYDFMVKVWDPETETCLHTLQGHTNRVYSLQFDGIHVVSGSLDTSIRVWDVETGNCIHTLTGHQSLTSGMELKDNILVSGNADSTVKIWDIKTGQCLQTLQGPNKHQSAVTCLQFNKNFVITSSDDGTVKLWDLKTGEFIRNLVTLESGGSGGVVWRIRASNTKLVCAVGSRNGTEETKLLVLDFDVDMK
MITF primary = blocks human microphthalmia-associated transcription factor; O75030; AlphaScreen MITF homodimerization, bead proximity signal; inhibition, % at 2.6 µM; hit rate 0.91% among 650,000; in the data active = inhibition above about 50%;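 also: 0% = vehicle wells with protein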
GPR151 activ = human GPR151 activation; Q8TDV0; PathHunter beta-arrestin GPR151 cells, luminescence; activation, % at 11.2 µM; hit rate 1% among 650,000; in the data active = activation above about 4.9%;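 also: 0% = median of compound wells and 100% = cells with positive control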
* marks the source's active call; other numbers are inactive results.

molecule	MITF primary	FBW7 activator	GPR151 activ	TEAD-YAP block
Cc1ccc(C(=O)Nc2cnn(-c3ccc(C(=O)N4CCC[C@H]4C(N)=O)cc3)c2)c(C)c1	10.4	-0.1	0.5	-11.9
Cc1cnc(N2CCCC2CO)nc1NC1CCN(Cc2ccccc2)CC1 (configuration not stated)	-4.5	0.0	-1.2	3.5
Cc1cc(C)cc(OCC(=O)Nc2sc3c(c2C(N)=O)CCC3)c1	12.4	-0.1	0.3	-35.0
COc1ccc2nc3sc(C(=O)NC(C)(C)C)c(N)c3cc2c1	8.8	0.1	0.8	5.2
COc1ccccc1OCC(=O)Nc1cccc(C(C)=O)c1	28.8	0.7	-1.4	3.2
O=C([C@H](O)c1ccccc1)N1CCC(Nc2ccc3[nH]ncc3c2)C1 (some centres not stated)	6.0	-0.6	-1.0	0.5
NC(=O)NCCCC(NC(=O)c1ccc(C#CC2(O)CCCCC2)cc1)C(=O)O (configuration not stated)	-17.3	0.0	-0.7	1.9
CCN1C(=O)/C(=C\c2cccc([N+](=O)[O-])c2)SC1=S	1.1	-0.2	-1.1	-1.0
Cc1nc2nc(SCC(=O)Nc3ccc(Br)cc3)nn2c(C)c1Cc1c(F)cccc1Cl	3.8	0.1	-0.3	-0.2
FC(F)(F)c1ccc(-c2noc(-c3cccc(Br)c3)n2)cc1	6.4	0.0	-0.7	-10.0
CCNC(=O)CN(Cc1ccccc1)S(=O)(=O)c1ccc(OC)cc1	-23.4	-0.1	-0.9	-0.5
Cc1ccccc1-c1ccc(=O)n(CC(=O)Nc2ccc(N3CCOCC3)cc2)n1	3.0	-0.1	1.3	11.3
COc1ccc2cc(CCNC(=O)C3CCCCC3)c(=O)[nH]c2c1	10.7	0.1	0.3	-6.3
COc1cc(Nc2nc(C(=O)NCc3ccccc3)cs2)cc(OC)c1OC	8.3	-0.1	1.3	8.7
Cc1ccc(N(CC(=O)NCc2ccco2)S(=O)(=O)c2ccc(C)cc2)cc1	1.0	0.0	-0.7	-2.2
O=C(Nc1ccc(S(=O)(=O)N2CCCC2)cc1)C(Cl)Cl	-18.0	-0.1	-0.1	3.9
CCOC(=O)C1CCCN(c2ncnc3c2cnn3-c2ccccc2)C1 (configuration not stated)	-10.7	-0.1	-2.7	-22.1
O=C/C=C/C=C/Nc1ccc2noc3c2c1C(=O)c1ccccc1-3	16.3	0.1	-2.5	15.6
CC(=O)Nc1ccc(NC(=O)C(C)Br)cc1 (configuration not stated)	-24.6	0.0	-0.5	10.9
O=C1c2ccccc2NC(c2ccc3c(c2)OCO3)N1c1ccc(F)cc1 (configuration not stated)	3.8	0.5	-0.9	-18.2
CSCCOC(=O)C1=C(C)NC(=O)NC1c1ccc(Br)s1 (configuration not stated)	15.8	-0.1	0.4	-2.7
COCCCNc1nc2ccccc2n(CC(=O)Nc2ccc(N3CCCCC3)cc2)c1=O	-3.8	0.0	0.1	-7.7
CCOC(=O)c1c(NC(=O)c2cc3ccccc3cc2NS(=O)(=O)c2ccccc2)sc2c1CCCC2	11.5	0.3	-1.7	3.6
CN1CCN(CCCOc2ccc(OCc3ccccc3)cc2)CC1	58.9*	0.0	-0.6	-40.0
CN(C)c1cc(N/N=C/c2ccncc2)nc(N(C)C)n1	-9.7	-0.3	0.0	-7.2
O=C(Cn1c2ccccc2c(=O)c2ccccc21)Nc1cc(Oc2ccc(F)cc2F)cc([N+](=O)[O-])c1	0.5	0.0	0.0	-0.6
O=C(C1CCCN1S(=O)(=O)c1cccs1)N1CCN(c2nc3ccc(F)cc3s2)CC1 (configuration not stated)	0.7	-0.1	1.9	7.3
CC(C)c1onc(C(=O)Nc2ccc(Cl)cc2)c1[N+](=O)[O-]	6.4	-0.2	-0.6	8.5
CC(C)N(Cc1ccccc1)S(=O)(=O)c1cc2c3c(c1)CCC(=O)N3CCC2	-15.8	0.0	0.0	3.3
O=C(CNC(=O)c1ccccc1Cl)Nc1ccc(F)cc1	15.1	0.3	-0.7	-4.7
CCC(Sc1nnc(-c2ccc(C)cc2)c(-c2ccc(C)cc2)n1)C(=O)NCCOC (configuration not stated)	16.2	-0.1	-0.6	-1.6
COCC(=O)N(c1ccc(Br)cc1)C1C=CS(=O)(=O)C1 (configuration not stated)	-2.1	-0.1	-0.4	6.9
COc1ccc(C=O)cc1OCc1cccc(Br)c1	-9.5	0.0	0.4	6.4
COc1ccc(C(CNC(=O)c2ccc(C)cc2)N2CCN(C)CC2)cc1 (configuration not stated)	-12.7	0.0	-0.9	8.8
CNC(=O)c1ccc(Nc2nnc(-c3ccc(C)c(S(N)(=O)=O)c3)c3ccccc23)cc1	2.2	0.2	0.4	-1.2
CCn1cnc2sc(C(=O)N3CCN(c4ccccn4)CC3)c(C)c2c1=O	4.0	0.0	0.9	4.0
CC(=O)Nc1ccc(CN2CCN(Cc3ccc(C)o3)C(CCO)C2)cc1 (configuration not stated)	2.4	0.1	-0.4	3.4
C=CCNC1CCCN(c2nc(C)c3ccc(C)cc3n2)CC1 (configuration not stated)	-3.4	0.5	0.4	12.6
CCCCOC(=O)c1cccc(NC(=O)c2c(C)cc(C)cc2C)c1	13.3	0.0	0.2	-7.2
O=C(CCN1C(=O)c2ccccc2C1=O)Nc1ccccc1C(=O)N1CCCCCC1	-3.4	0.3	0.2	-0.3
COc1ccc2c(c1)CC(C(=O)Nc1ccc(-c3cn[nH]c3)cc1OC1CCNCC1)CO2 (configuration not stated)	11.4	-0.4	2.3	1.7
Cc1nn(-c2ccccc2)c(N)c1N=Nc1cccnc1	3.1	-0.2	0.4	-85.2
Cc1cc(N2CCCCC2)nc2ccc(NC(=O)/C=C/c3cccnc3)cc12	-10.4	-0.1	-0.6	4.4
COc1ccc(C(=O)COc2ccc(F)cc2)c(O)c1C	4.4	0.5	0.4	3.6
O=c1[nH]c(CN2CCOCC2)nc2ccccc12	12.9	0.2	1.9	14.2

Some of the entries so far, with values under each structure.
The line under a structure holds: MITF primary | FBW7 activator | GPR151 activ | TEAD-YAP block
> COc1ccc(C=O)cc1OCc1cccc(Br)c1
 : -9.5 | 0.0 | 0.4 | 6.4
> COc1ccc(C(CNC(=O)c2ccc(C)cc2)N2CCN(C)CC2)cc1 (configuration not stated)
 : -12.7 | 0.0 | -0.9 | 8.8
> CNC(=O)c1ccc(Nc2nnc(-c3ccc(C)c(S(N)(=O)=O)c3)c3ccccc23)cc1
 : 2.2 | 0.2 | 0.4 | -1.2
> CCn1cnc2sc(C(=O)N3CCN(c4ccccn4)CC3)c(C)c2c1=O
 : 4.0 | 0.0 | 0.9 | 4.0
> CC(=O)Nc1ccc(CN2CCN(Cc3ccc(C)o3)C(CCO)C2)cc1 (configuration not stated)
 : 2.4 | 0.1 | -0.4 | 3.4
> C=CCNC1CCCN(c2nc(C)c3ccc(C)cc3n2)CC1 (configuration not stated)
 : -3.4 | 0.5 | 0.4 | 12.6
> CCCCOC(=O)c1cccc(NC(=O)c2c(C)cc(C)cc2C)c1
 : 13.3 | 0.0 | 0.2 | -7.2

The listing continues:
molecule	MITF primary	FBW7 activator	GPR151 activ	TEAD-YAP block
CCCN(CCC)C(=O)c1sc2nc(-c3ccc(OC)cc3)cn2c1C	-8.3	-0.3	-0.1	-8.5
CC(C)(C)c1ccc(OCC(=O)NCCN2CCOCC2)c(Br)c1	4.1	0.0	-0.5	-14.1
COCC1CCCCN1C(=O)c1ccc(OC)c(OC2CCN(C(C)=O)CC2)c1 (configuration not stated)	-0.5	-0.1	-0.5	9.3
COC(=O)Cn1c(=O)c2c(nc3n2CCCN3c2ccc(Br)cc2)n(C)c1=O	9.8	0.1	-0.9	2.6
N#Cc1ccccc1CN1C(=O)CSC1=O	-9.6	0.0	2.4	-0.8
COc1ccc(Cl)c2sc(N(Cc3cccnc3)C(=O)/C=C/c3cccs3)nc12	-4.9	0.0	0.6	10.8
Cc1nnc(/N=C2/S/C(=C3\Sc4ccccc4N3C)C(=O)N2C)s1	-7.6	0.1	2.1	-5.2
Cc1cccc(NC(=O)C2CC(=O)N(Cc3ccc(Cl)cc3)C(=Nc3ccc(F)cc3)S2)c1 (configuration not stated)	2.0	0.0	-1.3	3.0
Cc1cc(C)nc(NC(=O)Cc2ccc(Br)cc2)n1	10.8	0.2	-0.6	-0.6
CCOc1cccc2sc(NC(=O)c3ccc(Cl)s3)nc12	-3.2	0.3	0.6	-10.3
Nc1ccc(C(=O)OCC(=O)Nc2ccc3c(c2)OCO3)cc1	-1.3	0.5	-0.9	-21.4
O=c1[nH]c2ccc(Cl)cc2c(-c2ccccc2)c1-c1cc(-c2ccccc2)c2cc(Cl)ccc2n1	8.5	0.0	-0.9	6.4
CCn1c(C(=O)O)c(CC(=O)N2CCN(c3ccc(OC)cc3)CC2)c2ccccc21	-3.9	-0.1	0.5	0.9
COC(=O)/C(=C(/F)Sc1ccc(O)c(C)c1)C(F)(F)F	-4.8	-0.1	0.7	4.7
NC(=O)c1c(NC(=O)Cn2ncc(Cl)c(Cl)c2=O)sc2c1CCC2	9.9	-0.1	0.8	-10.4
Cc1cc(C)c(S(=O)(=O)N2CCCC2CNC(=O)c2ccc3c(c2)OCO3)c(C)c1 (configuration not stated)	0.4	-0.1	-2.2	-5.6
CCN(CCO)C(=O)C12CCC(C)(C(=O)C1)C2(C)C (configuration not stated)	1.1	0.1	-0.9	-1.8
O=C(c1cc2ccccc2oc1=O)n1cccn1	-11.9	0.0	0.1	-11.8
CC1CC(=O)N(CC(=O)NCc2ccccc2)c2ccccc2S1 (configuration not stated)	19.1	0.1	0.9	10.2
COc1ccc(NC(=O)C2C3C=CC4(O3)C2C(=O)N(C2CC2)C4C(=O)NC2CCCC(C)C2C)cc1 (configuration not stated)	3.3	-0.1	4.1	13.9
NC(=O)CSc1nn(-c2ccccc2)c(=S)s1	14.7	0.0	0.8	6.1
CCC(=O)N1CCc2cc(S(=O)(=O)NC(C(=O)NCc3ccccc3)C(C)C)ccc21 (configuration not stated)	6.3	0.0	0.4	2.6
Cc1cccc(CN2CCC(CNC(=O)NCc3noc4ccccc34)CC2)c1	8.4	0.4	-0.1	0.7
Cc1ccc(-c2nnn(CC(=O)N(CC(=O)NC(C)(C)C)c3ccccc3C)n2)o1	10.8	0.1	-0.3	2.2
O=[N+]([O-])c1ccc2nc(-c3ccco3)c(-c3ccco3)nc2c1	8.9	-0.1	-0.2	-8.0
CN(C)S(=O)(=O)c1ccc(C(=O)Nc2nc3c(s2)C(=O)CC(C)(C)C3)cc1	3.6	0.0	-0.8	3.3
C=CCNC(=O)CC(=O)N/N=C/c1ccccc1OC	-3.2	1.0	-0.5	3.6
CCCCNC(=O)c1cc(-c2ccc(Cl)cc2)on1	17.8	0.1	-0.6	-2.4
COc1cccc(/C(O)=C/c2nc3nonc3[nH]c2=O)c1	8.6	0.0	-5.1	-5.9
Cn1c(C(=O)Nc2ccc3c(c2)OCCO3)cc2c(=O)[nH]c3ccccc3c21	-0.9	-0.1	2.1	-2.4
O=C(Nc1ccc2c(c1)OCO2)c1ccnc(Nc2ccc(-n3ccnc3)cc2)c1	8.2	0.2	1.3	-9.9
CC(=O)Oc1ccc(C(=O)Nc2ccccc2C(C)C)cc1	-18.7	0.0	0.6	-2.4
COCCN1C(=O)c2ccc(C(=O)Nc3ccc(Br)cc3C(=O)O)cc2C1=O	8.9	0.1	-0.6	11.4
Cc1ccc(CNC(=O)CCS(=O)(=O)c2ccc3c(c2)SCC(=O)N3)cc1	16.5	0.4	-0.9	1.4
CC1=C(C(=O)OC2CCCC(C)C2)C(c2cc3c(cc2Br)OCO3)NC(=O)N1 (configuration not stated)	-0.7	-0.3	1.1	-0.2
NS(=O)(=O)c1ccc(CCNc2ncnc3c2c(-c2ccccc2)cn3-c2cccc(C(F)(F)F)c2)cc1	0.9	0.1	-1.3	8.4
COCC(=O)Nc1c(C(=O)Nc2ccc(OC)cc2)oc2ccccc12	16.3	0.4	-0.1	-18.7
O=C1NC2=C(C(=O)N(CCO)C2)C(c2ccc(F)cc2)N1 (configuration not stated)	0.1	0.0	0.6	-2.6
CCOc1ccc2sc(C=NCCc3ccccn3)c(O)c2c1	-6.2	0.0	1.3	-39.9
O=C(CN(c1ccc(Cl)c(C(F)(F)F)c1)S(=O)(=O)c1ccccc1)NCC1CCCO1 (configuration not stated)	47.4	-0.2	-0.1	-11.1
Cc1ccc(NC(=O)NNS(=O)(=O)c2ccc(C(C)(C)C)cc2)cc1C	8.7	0.9	-1.7	-1.1
O=C1N/C(=C\c2cc3c(cc2Br)OCO3)C(=O)N1Cc1ccc(F)cc1	6.8	0.2	-0.2	1.5
C=C(C)Cn1c(=O)c2c(nc3n2CC(C)CN3c2cccc(Cl)c2)n(C)c1=O (configuration not stated)	5.7	0.0	1.0	-5.5
COc1ccc(N2C(=O)C3ON(C4SC(=S)N(C)C4(C)C)C(c4ccccc4)C3C2=O)cc1 (configuration not stated)	-6.8	-0.1	0.5	-7.7
O=C(COC(=O)c1cncc(Br)c1)NC(c1ccccc1)c1ccccc1	6.3	0.0	0.5	-0.5
CCn1c(C)c(C(C)=O)c(N2CCCCC2)nc1=S	9.0	0.8	-0.2	2.4
CCOc1ccc(/C=C2/NC(=O)N(CC(=O)Nc3ccc(C)cc3)C2=O)cc1	10.4	0.0	0.1	0.7

Bioassay records as filed in PubChem BioAssay.
